Bioassay records as filed in PubChem BioAssay.
EPAC1 antagonist = blocks human EPAC1 exchange factor | O95398 | EPAC1 GEF assay, Rap1b-BODIPY-GDP exchange fluorescence | Potency, µM (series often up to 115 µM), for inactives: top-dose activity change, negative = inhibition, hits mostly inhibitors | hit rate 0.14% among 360,000 | AID 720709;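 further: potency means the concentration at half of the fitted maximal effect; plate controls were vehicle for no effect and positive control for full effect; nearly all actives have a fitted effect of over 50% in size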
Target sequence (O95398 whole entry, looked up): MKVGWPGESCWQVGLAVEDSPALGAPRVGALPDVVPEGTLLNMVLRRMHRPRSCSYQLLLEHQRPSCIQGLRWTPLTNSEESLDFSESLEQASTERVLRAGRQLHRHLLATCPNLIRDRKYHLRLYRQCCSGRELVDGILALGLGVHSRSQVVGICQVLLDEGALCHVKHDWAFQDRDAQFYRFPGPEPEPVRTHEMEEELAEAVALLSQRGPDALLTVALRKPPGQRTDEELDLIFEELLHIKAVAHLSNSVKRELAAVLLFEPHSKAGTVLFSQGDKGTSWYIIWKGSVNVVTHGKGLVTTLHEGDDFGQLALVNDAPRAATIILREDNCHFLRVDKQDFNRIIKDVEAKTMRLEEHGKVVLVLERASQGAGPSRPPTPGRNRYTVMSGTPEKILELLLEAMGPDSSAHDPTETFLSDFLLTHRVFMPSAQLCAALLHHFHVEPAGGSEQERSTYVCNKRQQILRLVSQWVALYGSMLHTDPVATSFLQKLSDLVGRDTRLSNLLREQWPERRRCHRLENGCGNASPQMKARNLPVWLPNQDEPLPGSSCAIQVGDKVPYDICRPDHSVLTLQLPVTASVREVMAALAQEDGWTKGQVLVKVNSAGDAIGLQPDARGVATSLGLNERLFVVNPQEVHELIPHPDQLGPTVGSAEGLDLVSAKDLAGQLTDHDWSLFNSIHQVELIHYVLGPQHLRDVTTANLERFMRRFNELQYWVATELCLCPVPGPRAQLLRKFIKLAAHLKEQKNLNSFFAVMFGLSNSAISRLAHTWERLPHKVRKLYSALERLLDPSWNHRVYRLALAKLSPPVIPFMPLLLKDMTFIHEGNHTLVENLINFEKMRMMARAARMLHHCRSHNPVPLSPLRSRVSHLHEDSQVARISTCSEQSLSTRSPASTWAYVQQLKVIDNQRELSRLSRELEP
PTHR1 ag = PTHR1 (human) receptor agonism; HEK293 GP2 PTHR1 cells, GloSensor cAMP luminescence, 1 h; Potency, µM (series often up to 115 µM), without a hit: at the top dose activation, hits mostly activators; hit rate 0.075% among 410,000; AID 743266; further: potency means the concentration at half of the fitted maximal effect; nearly all actives have a fitted effect of over 55% in size; some results filed as inactive show a strong effect at the top dose; inactives centre near -15; many of its hits are not listed in these tables
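HEK-293-derived GP2 cells expressing PTHR1 and a GloSensor cAMP reporter, 3,000/well, plated overnight, given luciferin plus IBMX (each 0.5 mM as added) for 1 h at 37 °C, then compound for 1 h at 37 °C. Luminescence was read after 15 min at room temperature.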
HEK293 tox = cytotoxicity in counter-screen for GLP-1R inverse agonists | HEK293 cAMP-luciferase reporter cells, luminescence, 24 h | Potency, µM (doses to about 38.3 µM), for the others: top-dose activity change, negative = inhibition, actives largely listed as inhibitors | hit rate 0.13% among 410,000 | AID 624418;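 further: loss of luciferase light is scored as toxicity; potency means the concentration at half of the fitted maximal effect; on the % scale 0 is the no-effect control and ±100 the full control effect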
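Compound-treated cells are incubated 24 hr at 37 deg C under 5% CO2 after a 12 hour attachment period, then luciferase detection reagent is added and luminescence is measured following 12 min at room temperature; lowered signal indicates toxicity.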
EPAC1 agonist = activates human EPAC1 exchange factor; O95398; EPAC1 agonist qHTS, biochemical assay; response scale: 100% = response to 6.5 mM cAMP; Potency, µM (titrated, usually from 154 µM), for the others: top-dose activation, hits mostly activators; hit rate 0.073% among 360,000; AID 720707; further: potency means the concentration at half of the fitted maximal effect; nearly all actives have a fitted effect of over 60% in size
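Multi-concentration qHTS readout: loss of Rap1B-bound BODIPY-GDP fluorescence driven by 100 nM EPAC1 with excess GDP (50 uM), monitored kinetically at room temperature; agonist response expressed relative to 6.5 mM cAMP.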
GLP1R inv ag = GLP-1 receptor (human) inverse agonism; P43220; HEK293 GLP-1R CRE-luciferase, luminescence, 24 h; GLP-1R form is constitutively active; Potency, µM (highest dose often 38.3 µM), without a hit: at the top dose activity change, negative = inhibition, actives largely listed as inhibitors; hit rate 1.6% among 410,000; AID 624417; further: potency means the concentration at half of the fitted maximal effect; on the % scale 0 is the no-effect control and ±100 the full control effect; nearly all actives have a fitted effect of over 55% in size
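Cells are plated, allowed 12 hours at 37 deg C, then treated with compounds for 24 hr before luciferase detection reagent is added and luminescence is read after 12 min at room temperature. The HEK293 line carries constitutively active GLP-1R with a cAMP-responsive reporter.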
GLP1R ag = GLP-1 receptor (human) agonism. Potency, µM (titrated, usually from 45.6 µM), without a hit: top-dose activation, most hits filed as activators. hit rate 0.007% among 380,000. HEK293 GLP-1R CRE-luciferase, luminescence, 4-6 h; cells express a hypersensitive GLP-1R form. AID 624172; further: potency means the concentration at half of the fitted maximal effect; % of control where 0% means no effect
IL-2 act = activates IL-2 in a cell-based reporter assay | IL-2 activation reporter assay, cell-based qHTS; stimulated with anti-CD3/CD4/CD28 beads; in transgenic mouse T cells | hit rate 0.065% among 360,000 | AID 652025 | activation, % (series mostly up to about 46 µM); in the data active means activation above about 50%; inconclusive means mostly about 30% to 49%; further: 0% is about no effect
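Readout is EGFP and DsRed signal by fluorescent plate cytometry after 18 h at 37 degrees C. Transgenic mouse T cells (750/well) received compound for 60 min before bead stimulation (anti-CD3, anti-CD4, anti-CD28); memory T cells served as non-tolerant control.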
PI5P4Ka inh = inhibitors of human PI5P4K alpha. PI5P4Kalpha enzyme, ADP-Glo luminescence, 60 min; hits give low values. max response, %. hit rate 1.2% among 330,000; active means max response of -50% or lower; inconclusive means between -30% and -50%; inactive means -30% or higher; further: value at the top dose of about 77 µM; on the % scale 0 is the no-effect control and ±100 the full control effect
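qHTS, 1536-well: enzyme/substrate mix, compound by pin tool, 5 microM ATP final; RT 60 min; ADP-Glo reagents 1 (45 min) then 2 (30 min); luminescence.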
PLK1 PBD inh = inhibitors of human PLK1 polo-box domain binding; Plk1 PBD binding of FITC phosphopeptide, fluorescence polarization; hit rate 2.8% among 360,000; P53350; Potency, µM, for the others: max response, negative = inhibition, usual class: inhibitors; AID 720504; further: potency means the concentration at half of the fitted maximal effect; series mostly up to about 57 µM; on the % scale 0 is the no-effect control and ±100 the full control effect; nearly all actives have a fitted effect of over 65% in size
Starred values were filed as active, the others as inactive; i = inactive; ? = inconclusive; nt = not tested or not shown; [ ] = dose if it differs, or a comment. Unless noted, the call rests on the fitted dose curve; in most records, active means well fitted curve in the direction sought with a large enough effect; inconclusive means small, poorly fitted or top-dose-only effect, or another doubt; inactive means no such curve, though single readings can be large; an effect the other way counts as inactive or inconclusive. Not all compounds are listed; the hit share may differ from the screen's.

Start of the data: the first 3 compounds as a preview:
SMILES	EPAC1 antagonist	PTHR1 ag	HEK293 tox	EPAC1 agonist	GLP1R inv ag	GLP1R ag	IL-2 act	PI5P4Ka inh	PLK1 PBD inh
Cc1ccc(C2=NC3(CCCC3)NC2=S)cc1	8.3%	i	6.3%	0.2%	-16.6%	17.3%	-0.3	-2.9	-2.3%
O=C(C1=C(Nc2ccccc2)c2ccccc2S(=O)(=O)N1)c1ccccc1	?	-20.8%	-3.5%	11.8%	0.7%	-0.2%	21.9	-2.9	-6.1%
CCCCN1C=CC(=C2N=c3cccc([N+](=O)[O-])c3=N2)C=C1	13.6%	-6.5%	?	0.4%	?	-30.3%[inhibitor]	-0.3	-2.9	-10.6%

The whole of this part (from the top)
SMILES	EPAC1 antagonist	PTHR1 ag	HEK293 tox	EPAC1 agonist	GLP1R inv ag	GLP1R ag	IL-2 act	PI5P4Ka inh	PLK1 PBD inh
Cc1ccc(C2=NC3(CCCC3)NC2=S)cc1	8.3%	i	6.3%	0.2%	-16.6%	17.3%	-0.3	-2.9	-2.3%
O=C(C1=C(Nc2ccccc2)c2ccccc2S(=O)(=O)N1)c1ccccc1	?	-20.8%	-3.5%	11.8%	0.7%	-0.2%	21.9	-2.9	-6.1%
CCCCN1C=CC(=C2N=c3cccc([N+](=O)[O-])c3=N2)C=C1	13.6%	-6.5%	?	0.4%	?	-30.3%[inhibitor]	-0.3	-2.9	-10.6%
CCSc1nnc(CNc2ccc(C)cc2)n1C	-7.2%	i	-5.7%	5.3%	5.3%	6.2%	1.3	9.0	-10.6%
O=C(c1c[nH]c2ccc(S(=O)(=O)N3CCOCC3)cc2c1=O)N1CCCC1	8.9%	18.0%[57.5 µM]	15.3%	2.3%	18.2%	2.5%	0.1	-3.9	-9.5%
COc1ccc([N+](=O)[O-])cc1NC(=O)c1cccs1	-12.4%	-11.9%	-0.3%	9.2%	2.4%	7.5%	0.1	6.6	-5.1%
COc1ccccc1N1CCN(C2CC(=O)N(c3ccc(Cl)cc3)C2=O)CC1 (configuration not stated)	7.9%	-2.1%	2.3%	13.6%	1.8%	0.2%	0.0	1.2	-3.7%
CCOc1cc(/C=N/NC(=O)CNc2cccc(C)c2)ccc1OC(=O)c1ccccc1	-17.3%	i	-24.8%	6.9%	?	-4.3%	-0.4	-7.4	-6.0%
CC1CC(C)CN(CCCNC(=O)Cn2ncc3c(=O)oc4ccccc4c32)C1 (configuration not stated)	15.9%	i	-15.6%	-4.8%	2.8%	11.1%	-0.2	-8.0	-4.2%
O=S(=O)(NCc1ccco1)c1ccc(Cl)nc1	-8.1%	-15.8%	-3.6%	-10.4%	9.3%	-2.7%	-0.3	5.7	-3.9%
CCc1cc2c(NCCN3CCCCC3)ncnc2s1	2.7%	-2.7%[57.5 µM]	-2.2%	-5.7%	?	5.4%	0.2	6.2	-2.9%
C=CCN(C(=O)c1csnn1)C(C(=O)NCc1ccc(F)cc1)c1ccccc1F (configuration not stated)	5.8%	i	-4.0%	3.9%	?	13.7%	0.0	2.8	-3.6%
COc1ccc(NC(=O)C2(c3cccs3)CCOCC2)cc1	-1.2%	-2.7%	0.3%	1.6%	-5.3%	0.7%	-0.4	6.4	-10.1%
C1CN(c2nc(N3CCOCC3)nc(N3CCOCC3)n2)CCO1	-8.4%	16.8%	5.0%	0.3%	5.6%	1.4%	0.0	1.4	-20.3%
CCOC(=O)N1CCC(NC(=O)CC2C(=O)NCCN2Cc2ccccc2)CC1 (configuration not stated)	9.1%	i	6.4%	5.1%	11.6%	-6.0%	-2.6	5.4	-6.9%
Cc1ccc(C)c(OCc2nc3ccc(S(=O)(=O)Nc4c(C)n(C)n(-c5ccccc5)c4=O)cc3[nH]2)c1	-16.2%	i	-10.8%	0.5%	-20.7%	10.7%	-2.9	-0.3	-8.4%
O=C(COC(=O)c1ccc([N+](=O)[O-])cc1)Nc1cccnc1Cl	0.6%	-0.6%	8.5%	-1.9%	12.6%	-6.3%	-0.2	-5.4	3.0%
Cc1onc(-c2ccccc2Cl)c1C(N)=O	6.4%	8.0%[57.5 µM]	9.6%	6.4%	2.4%	-4.3%	-0.4	-2.7	-2.0%
CC1=CCC(Cc2nc3ccccc3o2)C1(C)C (configuration not stated)	-4.6%	-1.8%[57.5 µM]	-16.3%	-2.6%	0.2%	-8.6%	-1.2	-1.1	0.6%
CCOC(=O)C1CCN(C(=O)c2ccc3nc(-c4ccc(OC)cc4)c(-c4ccc(OC)cc4)nc3c2)CC1	-26.2%	-20.1%	129.0%[activator]	17.6%	?	3.3%	-3.7	16.1	-5.7%
N#CC1=C(N)Oc2cc(O)ccc2C1c1cccnc1 (configuration not stated)	12.5%	-4.2%	1.3%	2.5%	4.4%	7.8%	-0.9	-21.9	0.5%
CCOc1ccc(CCNC(=O)CN2C(=O)CCSc3ccccc32)cc1OCC	-15.8%	8.7%	-11.6%	-0.2%	-17.8%	14.8%	-0.2	-0.9	-11.0%
CC(C)C(=O)Nc1ccc(C(=O)NNC(=O)NC2CCCCC2)cc1	18.4%	i	-0.1%	2.7%	0.0%	-16.1%	-1.5	nt	-14.4%
Cc1ccc(-c2noc(C3CCCN(C(=O)c4ccc(Cl)cc4)C3)n2)o1 (configuration not stated)	4.9%	-27.4%	-5.6%	1.2%	?	12.5%	-2.6	2.2	-3.2%
O=C(Nc1cccc(Cl)c1Cl)C1CCN(c2ncccn2)CC1	-2.4%	i	-3.3%	1.5%	0.0%	-7.1%	5.6	nt	-5.2%
CC(C)N1CCC(N2CCN(Cc3ccc4nsnc4c3)CC2CCO)CC1 (configuration not stated)	-0.3%	-29.5%	-3.3%	-13.5%	?	-0.5%	-3.6	-0.4	-8.3%
CNC(=O)/C(C#N)=C1/SC(Cc2ccc(F)cc2)C(=O)N1c1ccccc1 (configuration not stated)	3.2%	-11.5%	0.6%	3.4%	16.8%	10.6%	2.9	-0.1	-14.5%
COc1ccc(C(=O)Cn2c(=O)c(CCC(=O)O)nn3c4ccccc4nc23)cc1OC	1.9%	?	-4.3%	-2.6%	-17.5%	2.9%	-0.5	2.1	1.2%
O=C(Nc1ccc(S(=O)(=O)Nc2nccs2)cc1)c1ccc(N2C(=O)c3ccccc3C2=O)cc1	-13.5%	-2.9%	9.1%	12.3%	6.2%	-1.0%	1.5	-12.3	-4.8%
CC(NC(=O)c1ccccc1Cl)NC(=O)c1ccccc1Cl	-25.0%	24.7%	8.8%	0.3%	2.1%	-7.2%	-0.4	6.9	-12.1%
COc1ccc(CCNC(=O)C2CC(c3ccccc3[N+](=O)[O-])=NO2)cc1 (configuration not stated)	5.1%	-5.2%	-19.7%	7.3%	-4.2%	-10.4%	-1.1	-2.5	-3.0%
NC(=O)C(=O)N/N=C/c1c[nH]c2ccc(Br)cc12	-7.1%	-3.1%	1.5%	5.4%	-2.0%	-3.6%	0.4	-0.8	-2.2%
NC(=O)C1CC(=O)N(c2ccc(OCc3c(Cl)cccc3Cl)cc2)C1 (configuration not stated)	17.3%	-2.9%	-5.2%	-2.8%	0.7%	-1.3%	-2.2	-0.2	-4.1%
O=C(CSc1nc(-c2ccco2)cc(C(F)(F)F)n1)N1CCCc2ccccc21	7.3%	-3.8%[57.5 µM]	9.1%	3.7%	4.8%	-0.8%	-0.2	-21.4	-8.0%
O=S1(=O)CC(N2CCCC2)CN1Cc1cn(Cc2ccc(F)cc2)nn1 (configuration not stated)	-16.8%	-5.6%	7.0%	0.3%	21.4%	-0.9%	0.4	-3.5	-14.0%
Cn1nnc2cc(C(=O)NC(C)(C)C)ccc21	0.1%	-14.7%	0.5%	0.4%	14.3%	-6.9%	-0.9	3.4	-6.4%
FC(F)Oc1ccccc1NC(=S)NCCc1ccccc1	-10.6%	-17.7%	10.8%	8.1%	?	8.0%	-4.6	-3.1	?
Cc1ccccc1C(=O)NNC(=O)C1CCN(c2ncccn2)CC1	-1.9%	i	-3.1%	3.3%	26.1%	1.4%	-3.5	-5.5	2.3%
O=C(CCc1nc2ccccc2c(=O)[nH]1)NNC(=O)c1ccccc1Cl	-10.3%	i	0.0%	-39.9%	-7.8%	10.6%	-0.2	-16.5	1.2%
O=C(N1CCOCC1)N1CCN(S(=O)(=O)c2ccc(Cl)cc2)C1	9.5%	i	0.0%	-1.3%	-5.9%	2.5%	0.5	2.9	-0.9%
O=S(=O)(c1ccc2nc(Nc3ccccc3)ccc2c1)N1CCCCC1	-19.4%	i	-12.6%	13.7%	?	4.5%	-4.4	-11.6	-21.4%
Nc1nnn(CC(=O)N/N=C/c2cn[nH]c2-c2ccccc2)n1	?	?	0.4%	1.6%	-30.6%	-2.7%	-2.2	1.1	5.5%
CC(=O)NCCC(=O)N1CCCC(CNC(=O)c2ccc(-c3ccccc3)cc2)C1 (configuration not stated)	0.0%	-11.2%	-8.7%	3.1%	15.0%	12.2%	-3.5	2.3	-10.2%
CC1(Cc2cc(Cl)ccc2C(F)(F)F)C(=O)Nc2cc(-c3ccccc3Cl)ccc21 (configuration not stated)	6.8%	-6.8%	-8.5%	14.0%	21.2%	2.0%	0.0	11.8	-8.9%
C=CCN(Cc1cc(OC)ccc1OC)C(=O)c1cc2ccc(OC)cc2[nH]1	-1.4%	-18.6%	-4.4%	5.8%	11.2µM*	10.8%	-1.6	-8.4	-2.2%
CN1CCN(NC(=O)c2ccccc2F)CC1	-3.4%	i	-2.8%	-0.3%	-2.0%	-11.9%	-0.1	-4.6	-3.3%
CC(C)NC(=O)CCCN1C(=O)c2ccccc2Sc2ncccc21	12.5%	i	2.0%	-0.6%	16.6%	-5.0%	-1.7	1.1	1.5%
O=C(NC1CCSc2ccccc21)c1ccc(F)c(S(=O)(=O)N2CCOCC2)c1 (configuration not stated)	-6.0%	-66.5%[inhibitor]	18.7%	7.0%	-3.7%	-6.6%	-1.0	-0.8	6.0%
CN(C)CCNc1ncnc2c1cnn2-c1ccc(Cl)cc1	-6.8%	-60.2%[inhibitor]	?	2.5%	3.16µM*	-14.3%	-3.2	0.1	-15.3%
